Screening results as filed in PubChem BioAssay.
TRHR enhancer – allosterically enhances the human TRH receptor | actives 0.66% (n = 360,000) | enhancement, % at 2 µM | TRHR cells, fluo-8 calcium fluorescence, EC20 TRH enhancement | AID 493056 | P34981; in the data active means enhancement above about 30%; further: 0% is about no effect
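Enhancer read-out: after compound pinning and an initial kinetic agonist-mode read, an EC20 of TRH (10 nM final) was injected and fluo-8 calcium signal (Ex 480/Em 530) followed at 1 s/cycle for 100 cycles in TRHR-expressing cells.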
PI4K2A inh – PI4K2A (human) kinase inhibition | Q9BTU6 | actives 0.13% (n = 420,000) | purified PI4K2A, ADP-Glo luminescence, 1 h; stronger effect = lower value | activity change, negative = inhibition, % at 76.9 µM; in the data active means activity change below about -50%; inconclusive means mostly about -30% to -49%;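 further: -100% = wells without enzyme as full effect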
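PI4K2A activity was measured by ADP-Glo luminescence: enzyme (4 ug/mL stock) and phosphatidylinositol (1.2 mM stock) in Tris pH 7.5/MgCl2/EGTA/Triton X-100 buffer were reacted with ATP (300 microM stock) for one hour at ambient temperature.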
D2 antag – antagonizes the human D2 dopamine receptor; HEK293 TREx D2 cells, calcium flux, dopamine EC80; P14416; inhibition, % at 10 µM; AID 485344; actives 2% (n = 340,000); in the data active means inhibition above about 30%; further: 0% is about no effect
Target sequence (P14416 whole entry, looked up): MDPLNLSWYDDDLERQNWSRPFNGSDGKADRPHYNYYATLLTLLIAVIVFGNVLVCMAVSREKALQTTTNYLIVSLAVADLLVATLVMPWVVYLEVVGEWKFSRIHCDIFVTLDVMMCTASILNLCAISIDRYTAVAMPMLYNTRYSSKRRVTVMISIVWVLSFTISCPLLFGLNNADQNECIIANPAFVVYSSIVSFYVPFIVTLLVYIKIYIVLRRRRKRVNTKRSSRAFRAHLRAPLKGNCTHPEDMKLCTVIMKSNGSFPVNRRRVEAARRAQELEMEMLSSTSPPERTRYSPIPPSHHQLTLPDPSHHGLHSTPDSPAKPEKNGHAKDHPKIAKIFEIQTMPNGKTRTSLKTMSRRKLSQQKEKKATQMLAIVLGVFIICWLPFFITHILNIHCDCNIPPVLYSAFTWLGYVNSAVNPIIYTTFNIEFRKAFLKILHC
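Dopamine at EC80 is the agonist stimulus; test compounds precede it by 180 s. Calcium flux read kinetically in a force-coupled, inducible HEK293 T-REx D2 cell line.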
TRHR ag – agonists of human TRH receptor. TRHR cells, calcium flux fluo-8, FDSS agonist mode. activation, % at 2 µM. actives 0.18% (n = 360,000). AID 493084; in the data active means activation above about 30%; further: 0% is about no effect
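In this calcium-flux screen, cells bearing human TRHR are dye-loaded with fluo-8, baselined for 10 cycles, then exposed to library compounds; positive kinetic calcium responses during the agonist phase mark hits, with TRH as control.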
D2 ag – D2 dopamine receptor (human) agonism; P14416; HEK293 T-REx D2 cells, calcium flux agonist mode; activation, % at 2 µM; actives 0.53% (n = 340,000); AID 485358;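 active means activation over 3 SD above normal in the single-dose calcium agonist read, cut at about 30% in these data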; further: 0% is about no effect
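HEK293 Trex D2 cells, tetracycline-induced, o/n 30 C 5% CO2; no-wash Ca dye, RT 30–90 min; 10-cycle baseline, 23 nl cpd added, kinetic Ca read 180 s; agonist hits = positive Ca response.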
USP1-UAF1 inh – inhibitors of human USP1/UAF1 deubiquitinase; O94782; Potency, µM (doses to about 57.1 µM), inactives show at the top dose activity change, negative = inhibition, hits mostly inhibitors; actives 0.23% (n = 390,000); recombinant USP1/UAF1, Ub-Rhodamine cleavage fluorescence; AID 743255; further: potency means the concentration at half of the fitted maximal effect; on the % scale 0 is the no-effect control and ±100 the full control effect; nearly all actives have a fitted effect of over 60% in size; inactives centre near -12
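In this screen, compounds sit with the deubiquitinase complex (1nM) for 15 min at room temperature before Ub-Rho is added at 150nM final. Fluorescence rise is then followed for 6 reads every 60 seconds.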
IDH1 R132H inh – human IDH1 R132H inhibition; IDH1-R132H enzyme, NADPH consumption, diaphorase/resazurin fluorescence; Potency, µM (top dose mostly 76.6 µM), without a hit: at the highest dose activity change, negative = inhibition, actives largely listed as inhibitors; actives 0.093% (n = 390,000); AID 602179; further: potency means the concentration at half of the fitted maximal effect; on the % scale 0 is the no-effect control and ±100 the full control effect; nearly all actives have a fitted effect of over 65% in size
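IDH1-R132H (0.5 ug/mL dispensed) in pH 7.5 Tris buffer was preincubated 30 min with compound, then given a substrate mix of 0.016 mM NADPH and 2 mM alpha-KG for 80 min at room temperature; remaining NADPH was read by diaphorase/resazurin fluorescence.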
TrxR1 inh – blocks rat thioredoxin reductase 1; O89049; recombinant rTrxR1, NADPH fluorescence consumption, selenite substrate; Potency, µM (series often up to 114 µM), for the others: at the highest dose activity change, negative = inhibition, usual class: inhibitors; actives 1% (n = 390,000); further: potency means the concentration at half of the fitted maximal effect; on the % scale 0 is the no-effect control and ±100 the full control effect; nearly all actives have a fitted effect of over 65% in size
Target sequence (O89049 whole entry, looked up): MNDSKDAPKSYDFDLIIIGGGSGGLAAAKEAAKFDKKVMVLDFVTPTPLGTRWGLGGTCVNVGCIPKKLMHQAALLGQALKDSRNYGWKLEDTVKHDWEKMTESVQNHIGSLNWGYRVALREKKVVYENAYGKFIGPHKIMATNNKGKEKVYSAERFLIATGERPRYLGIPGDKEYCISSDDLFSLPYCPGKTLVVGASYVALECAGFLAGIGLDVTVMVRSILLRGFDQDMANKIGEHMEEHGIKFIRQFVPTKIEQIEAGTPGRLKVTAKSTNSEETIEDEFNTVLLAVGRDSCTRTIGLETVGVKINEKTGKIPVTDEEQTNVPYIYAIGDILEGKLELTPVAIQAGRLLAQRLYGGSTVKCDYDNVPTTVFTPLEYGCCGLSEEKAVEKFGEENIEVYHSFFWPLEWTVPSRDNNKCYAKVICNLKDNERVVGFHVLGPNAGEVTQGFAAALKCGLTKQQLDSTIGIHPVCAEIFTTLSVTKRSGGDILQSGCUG
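Rat TrxR1 (90 nM in the dispensed reagent) was pre-reduced with 400 uM NADPH for 5 min at room temperature, then incubated with compound for 15 min. After 400 uM selenite was added, NADPH fluorescence (Ex 340/Em 450 nm) was followed for 8 min.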
TrxR1 substrate – substrates of rat thioredoxin reductase 1 | AID 588456 | purified TrxR1 substrate turnover, NADPH consumption readout | actives 0.01% (n = 390,000) | Potency, µM (series often up to 114 µM), without a hit: top-dose activity change, negative = substrate turnover; further: potency means the concentration at half of the fitted maximal effect; on the % scale 0 is the no-effect control and ±100 the full control effect; nearly all actives have a fitted effect of over 50% in size
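Rat TrxR1, dispensed at 90 nM, was prereduced with 400 uM NADPH (final) for 5 min at ~22 deg C, then incubated with compound 15 min before 400 uM selenite. A first-read NADPH fluorescence drop versus no-compound background flagged substrates.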
* = called active by the depositor; u = inconclusive; x = no result given; [ ] = remark or other dose. Unless noted, the call rests on the fitted dose curve; in most records, active means well fitted inhibition curve with a large enough effect; inconclusive means small, poorly fitted or top-dose-only effect; inactive means no such curve, though single readings can be large or run the other way.

entry	canonical_smiles	TRHR enhancer	PI4K2A inh	D2 antag	TRHR ag	D2 ag	USP1-UAF1 inh	IDH1 R132H inh	TrxR1 inh	TrxR1 substrate
1	Cc1cc(C)c(C#N)c(SCc2nnc(-c3ccccc3[N+](=O)[O-])o2)n1	-3	7	14	-0.3	1.1	-27%	9%	13%[57.1 µM]	-13%[57.1 µM]
2	COc1ccc(CCNC(=O)Cn2nc([N+](=O)[O-])c(Br)c2C)cc1OC	2	1	-14	0.0	-0.1	-3%	23%	-10%[57.1 µM]	3%[57.1 µM]
3	O=C(CN1CCc2ccccc2C1)NC1CCCC1	4	-3	14	1.2	-1.6	-6%	1%	14%	2%
4	COC(=O)CSc1nnc(-c2sc3cc(OC)ccc3c2Cl)n1C	2	1	-12	-0.7	-0.7	4%	4%	-5%[57.1 µM]	7%[57.1 µM]
5	Cc1cccc2c1CC(C)(C)N/C2=C\C(N)=O	7	1	7	-0.7	-0.6	-18%	4%	u	1%
6	CNS(=O)(=O)c1cccc(C(=O)OCC(=O)N2c3ccccc3NC(=O)C2(C)C)c1	5	1	-3	1.1	0.1	-2%	1%	21%	-2%
7	CCCCN(CC)CCNC(=O)c1cc2c(=O)[nH]c3ccccc3c2s1	11	2	x	-0.4	x	-19%	6%	9%[57.1 µM]	34%[activator][57.1 µM]
8	O=C(N/N=C/c1ccc([N+](=O)[O-])s1)c1ccccc1Br	5	-3	1	4.1	2.0	-23%	0%	20µM*	-2%
9	O=c1c2ccccc2c(C=NCCCN2CCOCC2)c(O)n1Cc1ccccc1	4	11	-1	-0.1	0.6	-16%	2%	-8%	-1%
10	O=C(O)/C=C/C(=O)Nc1ccc(Oc2ccc(NC(=O)/C=C/C(=O)O)cc2)cc1	17	x	1	0.1	-1.1	x	x	x	x
11	C=CCc1c(C)nc(SCCC)[nH]c1=O	-3	-2	-14	0.0	-0.4	-6%	-1%	-9%	8%
12	COc1ccc(CNC(=O)Cn2cnc3c(=O)n(C)c(=O)n(C)c32)cc1	4	6	11	0.5	-2.2	-4%	-3%	23%	13%[57.1 µM]
13	O=C1OCCC1Sc1nnc(-c2ccc(O)cc2)o1 (configuration not stated)	-6	-3	-4	-0.5	-0.7	-7%	6%	-55%	7%
14	CCCC(=O)C1=C(c2ccc(C)cc2)N(C(=O)CCC)n2cnnc2S1	2	62	x	11	0.0	u	40µM*	-7%[57.1 µM]	0%[57.1 µM]
15	O=C(c1ccccc1)N1N=C(c2ccccc2)CC1c1ccc2nccnc2c1 (configuration not stated)	1	-2	-4	0.2	-0.3	-12%	7%	-9%	-10%
16	CCCCN(C)S(=O)(=O)c1ccc(C(=O)N(CCN(C)C)c2nc3ccc(C)cc3s2)cc1	-4	-7	-18	0.4	1.8	-12%	0%	6%	-12%
17	NNc1ccc2nnc(C(F)(F)C(F)(F)C(F)(F)F)n2n1	-4	-1	10	-0.3	-0.8	-12%	6%	30%	2%
18	COc1ccc(CNCC(O)(c2ccccc2)c2ccc(F)cc2)cc1OC (configuration not stated)	1	0	7	-0.5	-0.8	-13%	8%	14%	-2%
19	COc1cc(OC)cc(C(=O)N[C@H](C(=O)OCC(=O)NC(C)c2ccccc2)C(C)C)c1 (some centres not stated)	-1	1	19	19	33*	3%	0%	2%	6%[0.457 µM]
20	COc1ccc(C2C(C(=O)c3cccs3)=C(O)C(=O)N2c2cccc(C)n2)cc1OC (configuration not stated)	1	0	-2	-0.1	0.0	-19%	23%	3%	-3%

Remaining list, next part
entry	canonical_smiles	TRHR enhancer	PI4K2A inh	D2 antag	TRHR ag	D2 ag	USP1-UAF1 inh	IDH1 R132H inh	TrxR1 inh	TrxR1 substrate
21	COc1ccc2oc(C(=O)OC(C)C(=O)Nc3ccc(N4CCOCC4)cc3)c(C)c2c1 (configuration not stated)	2	5	-9	-0.3	0.0	-23%	-8%	4%	10%
22	O=C(Cn1c2ncccc2c(=O)n1-c1ccccc1)NCc1ccccc1	0	-3	x	-0.1	0.2	7%	9%	13%[57.1 µM]	16%[57.1 µM]
23	N#CC1=C(N)Oc2[nH]c(=S)[nH]c(=O)c2C12C(=O)Nc1ccccc12 (configuration not stated)	19	-1	0	1.6	2.1	-15%	-11%	-25%	-3%
24	COc1ccccc1NC(=S)N/N=C/c1ccc(O)cc1	10	0	4	-0.2	-0.1	-7%	-1%	-2%	-5%
25	C=CCn1c(SCC(N)=O)nc(C)cc1=O	0	-2	-2	0.5	0.1	-19%	-3%	7%[57.1 µM]	8%[57.1 µM]
26	CC1=CC(=O)N(c2ccn(C)n2)C1=O	-4	4	-10	0.6	0.6	-9%	7%	-39%	5%[11.4 µM]
27	O=C1C=C(NCCc2ccccc2)C2(CCCCC2)O1	-1	-1	-9	-0.3	-1.2	-6%	7%	16%[57.1 µM]	3%[57.1 µM]
28	COc1ccc(C2c3c(oc4ccccc4c3=O)C(=O)N2CC2CCCO2)cc1 (configuration not stated)	0	1	10	0.3	0.2	-10%	4%	9%	10%
29	O=S(=O)(c1ccc(Br)cc1)c1nc(-c2ccccc2)oc1NCCN1CCOCC1	-4	4	-13	0.4	0.4	0%	2%	5%	1%
30	COc1cccc(-c2cnc(NCc3cc(Cl)ccc3O)n2C)c1	-1	1	-20	0.2	-0.5	-11%	4%	-22%	-6%
31	O=C(C1COc2ccccc2O1)N1CCN(c2nc3ccc([N+](=O)[O-])cc3s2)CC1 (configuration not stated)	-7	4	-6	-0.2	1.2	-8%	-2%	9%	-1%
32	C1=C(c2ccccc2)Nc2ncnn2C1c1ccccc1 (configuration not stated)	x	-4	x	x	x	-21%	19%	32µM*	21%
33	COC(CNC(=O)c1ccc(CS(=O)(=O)c2ccc(Br)cc2)o1)OC	3	1	5	0.0	-3.9	-16%	0%	12%	0%
34	Cc1ccc(Cl)cc1N1CCN(Cc2nc3c(c(=O)[nH]c(=O)n3C)n2CCc2ccccc2)CC1	0	0	-5	-0.3	0.3	-3%	-2%	5%	-4%
35	CCOc1ccc(/C(O)=C2\C(=O)C(=O)N(c3ccc(OC)cc3)C2c2ccccc2[N+](=O)[O-])cc1 (configuration not stated)	0	5	-8	-0.7	-3.0	-6%	1%	27%[11.4 µM]	-20%[11.4 µM]
36	Cc1cccc(C(=O)NC(NC(=S)Nc2ccc(S(N)(=O)=O)cc2)C(Cl)(Cl)Cl)c1 (configuration not stated)	3	-3	-2	-0.6	-1.6	-24%	-1%	-14%	-11%
37	Cc1ccc2c(c1)C(CCN)C(=O)N2Cc1ccccc1 (configuration not stated)	11	-17	30	-0.2	-0.7	-1%	1%	0%	3%
38	CCN(C(=O)COC(=O)/C=C/c1c(C)nn(-c2ccccc2)c1C)C1CCS(=O)(=O)C1 (configuration not stated)	0	5	-9	0.0	-0.3	-11%	-14%	1%	-2%
39	CCOc1cccc(C(=O)NC(=S)Nc2cccc(NC(=O)c3ccccc3Cl)c2)c1	7	2	-19	1.3	0.9	-19%	2%	-34%	13%[57.1 µM]
40	CCOC(=O)CSc1nc2cc3c(cc2c(=O)n1Cc1ccc(C(=O)NCCc2ccc(OC)c(OC)c2)cc1)OCO3	-5	4	x	0.4	0.3	-14%	-8%	16%[57.1 µM]	2%[57.1 µM]

A different layout for part of the listing above:
32	C1=C(c2ccccc2)Nc2ncnn2C1c1ccccc1 (configuration not stated)
29	O=S(=O)(c1ccc(Br)cc1)c1nc(-c2ccccc2)oc1NCCN1CCOCC1

compound no.	32	29
TRHR enhancer	x	-4
PI4K2A inh	-4	4
D2 antag	x	-13
TRHR ag	x	0.4
D2 ag	x	0.4
USP1-UAF1 inh	-21%	0%
IDH1 R132H inh	19%	2%
TrxR1 inh	32µM*	5%
TrxR1 substrate	21%	1%

New compounds follow
entry	canonical_smiles	TRHR enhancer	PI4K2A inh	D2 antag	TRHR ag	D2 ag	USP1-UAF1 inh	IDH1 R132H inh	TrxR1 inh	TrxR1 substrate
41	O=C(COC(=O)[C@H](Cc1ccccc1)NC(=O)c1cccs1)NC1CCCCC1	2	3	x	-0.9	x	-7%	-2%	-14%	-15%
42	O=C1c2ccccc2C(=O)N1CCCON1C(=O)c2ccccc2C1=O	-1	-1	6	-0.2	-0.4	-16%	-2%	10%	4%
43	Cc1nnc(SCc2ccc3c(c2)OCO3)s1	8	-2	6	-0.9	-0.3	-4%	3%	13%	-6%
44	CCOC(=O)c1cc(CC)sc1NC(=O)CSc1nc2ccccc2c(=O)n1Cc1ccco1	-4	2	23	1.0	0.6	-10%	3%	-11%	-9%
45	COc1ccc(C(=O)COC(=O)/C=C/c2ccco2)cc1F	5	-6	-6	0.3	0.4	-20%	-5%	u	0%
46	CC(=O)/C(=N/Nc1ccc([N+](=O)[O-])cc1)N1CCCc2ccccc21	-5	3	25	3.3	0.3	-19%	9%	9%[11.4 µM]	-6%
47	CCCOC(=O)c1ccc(Oc2cn[nH]c2-c2ccc(O)cc2O)cc1	2	3	-2	0.5	1.2	-4%	u	20%	1%
48	CC(C)c1ccc(-c2nc(N3CCCC3)nc3n[nH]c(N)c23)cc1	-14	1	2	-0.6	-0.1	-12%	3%	3%[57.1 µM]	6%[57.1 µM]
49	CN(CC(=O)Nc1ccccc1Cl)C1CCCCC1	4	2	-6	0.1	0.3	-3%	8%	10%[57.1 µM]	-6%
